L3MBTL1 inh: blocks human L3MBTL1. Q9Y468. AlphaScreen L3MBTL1–H3K9me1 peptide binding. Potency, µM (doses to about 57.1 µM), without a hit: at the highest dose activity, negative = inhibition, hits mostly inhibitors. 230,000 tested, 0.66% active. AID 485360; active = well fitted inhibition curve with a large enough effect; inconclusive = small, poorly fitted or top-dose-only effect; inactive = no such curve, though single readings can be large or run the other way; also: nearly all actives have a fitted effect of over 60% in size
Target sequence (Q9Y468 whole entry, looked up): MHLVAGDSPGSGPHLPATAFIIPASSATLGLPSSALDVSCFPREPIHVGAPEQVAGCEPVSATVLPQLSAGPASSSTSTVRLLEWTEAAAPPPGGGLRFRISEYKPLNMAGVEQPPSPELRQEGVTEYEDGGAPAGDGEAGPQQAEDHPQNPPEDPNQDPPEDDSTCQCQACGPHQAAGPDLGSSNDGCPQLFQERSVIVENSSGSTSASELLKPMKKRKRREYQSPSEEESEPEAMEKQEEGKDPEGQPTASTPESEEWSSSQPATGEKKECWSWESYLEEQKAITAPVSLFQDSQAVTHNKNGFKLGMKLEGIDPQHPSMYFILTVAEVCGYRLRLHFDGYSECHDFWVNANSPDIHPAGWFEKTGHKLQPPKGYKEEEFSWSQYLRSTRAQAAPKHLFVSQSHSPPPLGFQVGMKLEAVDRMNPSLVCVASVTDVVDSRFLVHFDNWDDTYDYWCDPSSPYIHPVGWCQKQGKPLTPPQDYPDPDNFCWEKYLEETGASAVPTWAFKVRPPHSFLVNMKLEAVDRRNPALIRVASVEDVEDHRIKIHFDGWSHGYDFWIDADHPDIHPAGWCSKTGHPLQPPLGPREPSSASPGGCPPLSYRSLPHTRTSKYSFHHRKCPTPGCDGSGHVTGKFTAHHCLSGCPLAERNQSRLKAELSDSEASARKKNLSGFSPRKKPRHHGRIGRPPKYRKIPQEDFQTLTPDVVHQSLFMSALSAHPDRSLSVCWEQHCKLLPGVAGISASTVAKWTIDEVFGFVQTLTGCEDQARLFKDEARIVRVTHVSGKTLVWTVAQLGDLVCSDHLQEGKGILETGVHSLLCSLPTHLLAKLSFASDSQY
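First, the protein-peptide complex forms for 30 min at room temperature (L3MBTL1 50 nM, biotinylated H3K9me1 peptide 75 nM). Next, compounds are pin-transferred and incubated 30 min. Finally, AlphaScreen beads are added and read after 30 min.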
Starred values were filed as active, the others as inactive; ? = inconclusive; [ ] = another dose, or the depositor's remark. % is scaled to controls: 0 for no effect and ±100 for the full control effect; potency is read from the fitted curve at half-maximal effect. Only part of the results is shown (hit frequency here may not be typical).

SMILES	L3MBTL1 inh
COc1ccccc1C(CNC(=O)CNC(=O)c1ccc(Cl)c(Cl)c1)N1CCCC1 (centres undefined)	2.7%
O=C(COc1coc(CN2CCN(c3ccccc3F)CC2)cc1=O)Nc1ccccc1	-8.2%
Cc1ccc(N=Nc2c(O)[nH]c(=O)[nH]c2=O)cc1S(=O)(=O)Nc1ccc(Br)cc1	-1.5%
Cc1ccc(Nc2cc(C)nc3c(C)cccc23)cc1	5.0%
CSc1ccc(/C=C/C(=O)OCC(=O)N2CCCCCC2)cc1	-4.5%
CC(C)Oc1ccc(CNC(=O)c2ccc3c(c2)N(C)CCS3)cc1	-27.7%
CCC1(c2ccccc2)NC(=O)N(CC(=O)Nc2cc(S(=O)(=O)N3CCCCC3)ccc2OC(C)C)C1=O (centres undefined)	11.7%
Cc1ccc(C(=O)c2ccccc2C(=O)OCC(=O)N2CC(C)CC(C)C2)cc1 (centres undefined)	-7.2%
C[C@H](CO)N1C[C@H](C)[C@@H](CN(C)CC2CCCCC2)Oc2c(NS(=O)(=O)c3ccc(F)cc3)cccc2C1=O	9.1%
Cc1cc(C(=O)NCC(=O)Nc2c(C)cccc2C)c2ccccc2n1	0.1%
CCOC(=O)C1CCCN(C(=O)c2ccc(NS(=O)(=O)c3ccc4[nH]c(=O)[nH]c4c3)cc2)C1 (centres undefined)	5.6%
O=C1C2C3C=CC(CC3)C2C(=O)N1c1ccccc1 (centres undefined)	3.4%

In the list so far, 2 contain fluorine:
SMILES	L3MBTL1 inh
O=C(COc1coc(CN2CCN(c3ccccc3F)CC2)cc1=O)Nc1ccccc1	-8.2%
C[C@H](CO)N1C[C@H](C)[C@@H](CN(C)CC2CCCCC2)Oc2c(NS(=O)(=O)c3ccc(F)cc3)cccc2C1=O	9.1%

More compounds:
SMILES	L3MBTL1 inh
CC(C)(C)c1ccc(NC(=O)C2=CC=CN3CCS(=O)(=O)N=C23)cc1	-0.6%
Cc1ccc(NC(=O)COC(=O)CCNS(=O)(=O)c2c(Cl)cccc2Cl)cc1	7.4%
Cc1ccc(OCCC(=O)OC(C)C(=O)Nc2c(C)n(C)n(-c3ccccc3)c2=O)cc1 (centres undefined)	5.8%
CCOc1ccc(S(=O)(=O)N2CCOCC2)cc1NC(=O)CSCc1c(C)noc1C	-0.9%
O=C(Nc1ccc(Cl)c(Cl)c1)C1CCN(C(=O)c2ccco2)CC1	-8.6%
COc1ccccc1C(CNC(=O)CCNC(=O)c1ccccc1Cl)N1CCCC1 (centres undefined)	-3.4%
Cc1ccc(S(=O)(=O)N(C)C)cc1NC(=O)CN1c2cccc3cccc(c23)S1(=O)=O	-1.6%
O=[N+]([O-])c1ccc(S(=O)(=O)NCC(c2cccnc2)N2CCc3ccccc32)cc1 (centres undefined)	-18.1%
O=C(COC(=O)C1CC(=O)N(Cc2ccco2)C1)Nc1nc(-c2ccc(F)cc2)cs1 (centres undefined)	-2.5%
NC(=O)CC(NC(=O)c1ccccc1)c1ccc(N2CCN(c3ccccc3)CC2)c([N+](=O)[O-])c1 (centres undefined)	-8.9%
CC(=O)C[C@H](O)CC(=O)[C@H]1OC(=O)[C@@H](C)CCCCc2ccccc21	-1.0%
CCCCN1C(Nc2ccccc2)=NC[C@@H]1CC(C)C	7.0%
COc1ccc(NC(=O)COC(=O)CC2CCCCC2)cc1	8.4%
CC(CC(=O)OCC(=O)Nc1ccc2[nH]c(=O)[nH]c2c1)c1ccccc1 (centres undefined)	4.9%
COc1ccc(N2CC(C(=O)N(CC(C)C)c3c(N)n(Cc4ccccc4)c(=O)[nH]c3=O)CC2=O)c(OC)c1 (centres undefined)	-9.5%
COC(=O)Cc1csc(NC(=O)CSc2nncn2C)n1	-4.7%
O=C(CNc1cc(S(=O)(=O)N2CCOCC2)ccc1NCC1CCCO1)Nc1ccc(C(F)(F)F)cc1 (centres undefined)	-4.2%
OCC[C@H]1C[C@H](O)[C@@H](O)[C@@]2(Cc3ccccc3O2)O1	-1.2%
CC(C)(C)C(=O)Nc1ccc(C(=O)CSc2nnc(C3CC3)n2C2CC2)cc1	3.0%
CC1CCCCC1NC(=O)COC(=O)/C=C/c1ccco1 (centres undefined)	-8.2%
Cc1nc2ccc(NC(=O)CS(=O)(=O)c3ccccc3)cc2s1	2.5%
CCC(C)Sc1ccc([C@H]2N[C@@](CC(C)C)(C(=O)OC)[C@H]3C(=O)N(C)C(=O)[C@@H]23)cc1 (some centres undefined)	4.7%
CCOc1cc(C2Nc3ccccc3NC3=C2C(=O)CC(C)(C)C3)ccc1O (centres undefined)	-1.9%
CCOc1ccc(C(=O)OC(C)CN2CCCCC2)cc1 (centres undefined)	?
CN(Cc1ccc(C(C)(C)C)cc1)C(=O)c1ccc2c(c1)OCO2	-6.5%
COC(=O)c1ccccc1S(=O)(=O)N1CCC(C(=O)OC(C)C(=O)Nc2ccccc2OC)CC1 (centres undefined)	22.3%
Cc1ccc(OCCC(=O)OCC(=O)Nc2ccc3c(c2)OCCO3)cc1	-3.0%
COc1ccc(/C=C2\SC(=O)N(CC(=O)Nc3cccc(C)c3)C2=O)cc1O	60.6%[activator]
CCOc1ccc2oc(C(=O)OCC(=O)NCC3CCCO3)c(C)c2c1 (centres undefined)	-11.3%
NC(=O)c1ccc(NC(=O)CN2CCN(S(=O)(=O)c3ccc4c(c3)OCCO4)CC2)cc1	-5.8%
CCN(CC(=O)Nc1c(F)cccc1F)C(=O)c1ccc(S(=O)(=O)NCc2ccco2)cc1	2.1%
Cc1ccc(CNC(=O)COC(=O)CCOc2ccc(C)cc2)cc1	7.0%
O=C(Nc1ccc(S(=O)(=O)Nc2ncccn2)cc1)c1ccccc1Br	6.7%
CS(=O)(=O)c1ccc2nc(NC(=O)c3ccccc3)sc2c1	3.7%
O=[N+]([O-])c1ccc(Cl)c(S(=O)(=O)Nc2cccc(-c3ccc(N4CCOCC4)nn3)c2)c1	-2.3%
CC1CN(C(=O)c2cc(-c3ccc(Cl)s3)nc3ccccc23)CC(C)O1 (centres undefined)	5.0%
COc1ccc(NC(=O)CN(C)CC(=O)Nc2ccc(C)c(S(=O)(=O)N3CCCCC3)c2)cc1	-3.6%
CSc1ccc(S(=O)(=O)NCC(=O)OCC(=O)N(Cc2ccccc2)C(C)C)cc1[N+](=O)[O-]	-7.8%
O=S(=O)(NC1CC1)c1ccc(Cl)cc1	0.5%
COc1ccccc1C(=O)NCCC(=O)NC1CCCCC1C (centres undefined)	4.0%
CNC[C@H]1Oc2ccc(NC(=O)Nc3ccccc3)cc2CC(=O)N([C@H](C)CO)C[C@H]1C	-0.5%
O=S(=O)(Nc1cccc(S(=O)(=O)N2CCCCC2)c1)c1ccc(Cl)s1	0.9%
Cn1c(N)c(C(=O)COC(=O)/C=C/c2cccc(C(F)(F)F)c2)c(=O)n(C)c1=O	10.8%
C=CC[C@@H](CC(=O)N[C@H](CO)Cc1ccccc1)C(=O)NC[C@@H](OC(=O)[C@@H](CC=C)Cc1ccc(F)cc1)c1ccccc1	9.1%
COc1ccc(OCCOc2ccc(S(=O)(=O)N3CCCC3)cc2C(N)=O)cc1	-11.4%
Cc1ccc(S(=O)(=O)N2CCC(C(=O)OCC(=O)NC(C)c3ccc(F)cc3)CC2)cc1C (centres undefined)	7.5%
Cc1ccc2c(CN3CCN(S(=O)(=O)c4ccc(Cl)cc4)CC3)cc(=O)oc2c1C	-4.5%
CC(C)NC(=O)c1nc2c(nnn2Cc2cccc(Cl)c2)c(=O)[nH]1	3.1%
CN(CC(=O)Nc1c(Cl)cccc1Cl)C(=O)C1CC(=O)N(Cc2ccccc2)C1 (centres undefined)	36.9%[activator]
COc1ccc(-c2noc(N3CCC(C(=O)Nc4cccc(OC)c4)CC3)n2)cc1	-3.7%
O=C(NC1(Cc2ccc(O)cc2)CCCCC1)c1ccccc1	-4.2%
CCC[C@H]1COCCS(=O)(=O)N1Cc1ccc(Br)cc1	-7.5%
CCOc1ccc(C(=O)Nc2ccc(S(=O)(=O)N3C[C@@H]4C[C@@H](C3)c3cccc(=O)n3C4)cc2)cc1	-10.7%
Cc1ccc(-c2ccc(/C=N\n3cnnc3)o2)c(Br)c1	3.8%
CCn1nc(C(=O)Nc2nc(-c3ccccn3)cs2)c2ccccc2c1=O	-6.3%
O=C(NCCN1C(=O)S/C(=C/c2cccnc2)C1=O)c1cccs1	-1.9%
O=C(NCC(c1ccco1)N1CCc2ccccc21)c1cccc([N+](=O)[O-])c1 (centres undefined)	-14.4%
O=C(NCc1ccco1)C1(S(=O)(=O)c2ccccc2)CC=CC1	4.3%
CCCCOc1ccc(S(=O)(=O)N2CCCCC2)cc1	49.1%[activator]
Cc1ccc(C(=O)NCC(=O)NCC(c2cccs2)N2CCOCC2)cc1 (centres undefined)	0.9%

The listing continues:
SMILES	L3MBTL1 inh
CC(C)[C@H](NC(=O)c1ccccc1)C(=O)NC1=NCCS1	-7.4%
COc1cc(-c2cc(-c3ccc(N)cc3)[nH]c(=O)c2C#N)cc(OC)c1OC	14.3%
O=C(COC(=O)/C=C/c1ccc(Cl)cc1)NC1CCCCCC1	0.4%
COc1ccccc1NS(=O)(=O)c1cc(C(=O)NCC(c2cccs2)N2CCOCC2)ccc1C (centres undefined)	-0.7%
COc1ccc(S(=O)(=O)N2CCCCCC2)cc1NC(=O)CN1C(=O)CNC1=O	11.3%
Cc1occc1-c1nnc(SCC(=O)NC2CCCCC2)o1	0.0%
COc1nc(C)ccc1-c1noc(-c2cccnc2)n1	6.2%[2.29 µM]
COc1ccc(S(=O)(=O)N(C)C[C@H]2Oc3ccc(NS(=O)(=O)c4cccs4)cc3CC(=O)N([C@H](C)CO)C[C@H]2C)cc1	6.5%
Cc1ccccc1NC(=O)CSc1nc2[nH]c(=O)cc(O)c2s1	0.0%
Cc1[nH]n(-c2ccc(Br)cc2)c(=O)c1/C=N/NC(=O)c1ccccc1	-0.9%
Cn1c(N)c(C(=O)CSc2nc(C3CC3)n(-c3ccccc3)n2)c(=O)[nH]c1=O	2.7%
O=C(O)C1C2C=CC(C2)C1C(=O)NCc1ccc(Cl)cc1Cl (centres undefined)	5.3%
CC(=O)Nc1cccc(NC(=O)Cc2cccs2)c1	-7.4%
O=C(Nc1cccc2c1CCCC2)c1ccccc1Br	-0.6%
Cc1cc(C)cc(NC(=O)CSc2nc(=O)n3cc(C)ccc3n2)c1	2.1%
COc1ccc(Cl)cc1C(=O)NNC(=O)CNC(=O)c1ccco1	5.4%
CC1CCN(S(=O)(=O)c2ccc(C(=O)N3CCCCC3C(=O)O)cc2)CC1 (centres undefined)	7.4%
CCN1C(=O)[C@H]2[C@@H](c3ccc(-c4ccc(F)cc4)cc3)N[C@@](CC(C)C)(C(=O)OC)[C@H]2C1=O	-2.1%
Cc1ccc(C)c(S(=O)(=O)NCC(=O)N2CCCC2)c1	-0.1%
CCOC(=O)N1CCN(c2ccc(S(=O)(=O)N3CCC(C)CC3)cc2[N+](=O)[O-])CC1	-19.0%
Cc1ccc(SCC(=O)Nc2oc(C)c3c(C)n[nH]c(=O)c23)cc1C	-5.0%
CCOC(=O)C1CCN(C(=O)COC(=O)CSc2ccc([N+](=O)[O-])cc2)CC1	7.8%
O=C(NN1C(=O)NC2(CCCCC2)C1=O)c1cc2ccccc2o1	-6.4%
O=C(CCCSc1ccc(Cl)cc1)Nc1cc(S(=O)(=O)N2CCOCC2)ccc1O	-4.8%
CN(C1CCS(=O)(=O)C1)S(=O)(=O)c1ccc2ccccc2c1 (centres undefined)	4.5%
Cc1ccccc1S(=O)(=O)N1CCN(C)CC1	-2.0%
COc1cc(-c2nnc(NC(=O)CS(=O)(=O)c3ccc(C)cc3)o2)cc(OC)c1OC	-6.6%
O=C(Nc1cccc(S(=O)(=O)N2CCCC2)c1)c1cncc(Br)c1	-8.1%
O=C(COC(=O)c1ccccc1)Nc1ccc2[nH]c(=O)[nH]c2c1	0.2%
COc1ccc2[nH]c3c(c2c1)CCN1C(=O)C(CC(=O)NC(C)(C)C)C[C@H](C(=O)N2CCCCC2)[C@@]31C (some centres undefined)	-7.1%
COc1ccc(Cl)cc1NC(=O)COC(=O)c1ccc(Cl)nc1	-10.7%
CCC(C)NC(=O)C1CCCN(S(=O)(=O)c2ccc3c(c2)CC(C)N3C(C)=O)C1 (centres undefined)	-2.0%
COc1ccc(CCC(=O)OCc2csc(CC(=O)Nc3ccc(C)cc3)n2)cc1OC	-8.4%
CC(C)C(=O)C1=Cc2cc([N+](=O)[O-])ccc2OC1N1CCOCC1 (centres undefined)	1.7%
CC(Oc1cccc([N+](=O)[O-])c1)C(=O)NCCC1=CCCCC1 (centres undefined)	-1.1%
CC(C)C[C@@H](COc1ccccc1)N1CCN(Cc2ccccc2)CCC1=O	-1.4%
COc1cccc2sc(N3CCN(C(=O)C4COc5ccccc5O4)CC3)nc12 (centres undefined)	-3.7%
Cc1cc(C)c(C)c(S(=O)(=O)N2CCC(C(=O)NC3=NCCS3)CC2)c1C	-5.6%
CCOc1ccc(C(=O)NCC2CCN(CC3CCCCC3)CC2)cc1	3.8%
CCOC(=O)C1CCN(C(=O)c2cccc(S(=O)(=O)N3CCc4ccccc43)c2)CC1	-0.8%
CCN(Cc1nc2ccccc2n1C)c1ccccc1	0.9%[2.29 µM]

Molecules shown so far containing bromine, in the order listed:
SMILES	L3MBTL1 inh
Cc1ccc(N=Nc2c(O)[nH]c(=O)[nH]c2=O)cc1S(=O)(=O)Nc1ccc(Br)cc1	-1.5%
O=C(Nc1ccc(S(=O)(=O)Nc2ncccn2)cc1)c1ccccc1Br	6.7%
CCC[C@H]1COCCS(=O)(=O)N1Cc1ccc(Br)cc1	-7.5%
Cc1ccc(-c2ccc(/C=N\n3cnnc3)o2)c(Br)c1	3.8%
Cc1[nH]n(-c2ccc(Br)cc2)c(=O)c1/C=N/NC(=O)c1ccccc1	-0.9%
O=C(Nc1cccc2c1CCCC2)c1ccccc1Br	-0.6%
O=C(Nc1cccc(S(=O)(=O)N2CCCC2)c1)c1cncc(Br)c1	-8.1%

Screens: PubChem, National Center for Advancing Translational Sciences (NCATS)
